Screens deposited in PubChem BioAssay by National Center for Advancing Translational Sciences (NCATS).
rTrxR1 inhibitor: qHTS Assay for Inhibitors of Mammalian Selenoprotein Thioredoxin Reductase 1 (TrxR1): qHTS | Thioredoxin reductase 1, cytoplasmic (Rattus norvegicus), O89049 | 390,000 tested, 1% active | AID 588453, 2011 | Potency, µM (highest dose often 114 µM), for inactives: at the highest dose activity change, negative = inhibition, most hits filed as inhibitors | recombinant rTrxR1, NADPH fluorescence consumption, selenite substrate; note: potency is the fitted concentration of half-maximal effect; % is set by controls: 0 for no effect and ±100 for the full control effect; nearly all actives have a fitted effect of over 65% in size
Target sequence (O89049 whole entry, looked up): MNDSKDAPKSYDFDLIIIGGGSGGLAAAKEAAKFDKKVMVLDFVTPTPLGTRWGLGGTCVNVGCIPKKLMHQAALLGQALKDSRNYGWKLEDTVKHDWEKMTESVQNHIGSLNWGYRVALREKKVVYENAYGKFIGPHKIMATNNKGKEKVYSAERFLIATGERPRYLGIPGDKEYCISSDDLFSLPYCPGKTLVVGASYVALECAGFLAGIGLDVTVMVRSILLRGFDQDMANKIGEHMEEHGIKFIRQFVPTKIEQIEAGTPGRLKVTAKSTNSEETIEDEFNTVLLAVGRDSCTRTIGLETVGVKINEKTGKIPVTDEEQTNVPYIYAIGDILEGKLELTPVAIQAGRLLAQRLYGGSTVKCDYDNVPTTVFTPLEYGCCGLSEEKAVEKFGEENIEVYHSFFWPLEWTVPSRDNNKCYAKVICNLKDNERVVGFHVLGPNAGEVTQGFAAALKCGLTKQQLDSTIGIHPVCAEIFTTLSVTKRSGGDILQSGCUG
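Rat TrxR1 (90 nM in the dispensed reagent) was pre-reduced with 400 uM NADPH for 5 min at room temperature, then incubated with compound for 15 min. After 400 uM selenite was added, NADPH fluorescence (Ex 340/Em 450 nm) was followed for 8 min.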
TRHR enhancer: qHTS for Small Molecule Agonists and Allosteric Enhancers of Human TRH Receptor: Primary Screen for Enhancers. Thyrotropin-releasing hormone receptor (Homo sapiens), P34981. TRHR cells, fluo-8 calcium fluorescence, EC20 TRH enhancement. enhancement, % at 2 µM. 360,000 tested, 0.66% active; in the data active = enhancement above about 30%; note: 0% is about no effect
Target sequence (P34981 whole entry, looked up): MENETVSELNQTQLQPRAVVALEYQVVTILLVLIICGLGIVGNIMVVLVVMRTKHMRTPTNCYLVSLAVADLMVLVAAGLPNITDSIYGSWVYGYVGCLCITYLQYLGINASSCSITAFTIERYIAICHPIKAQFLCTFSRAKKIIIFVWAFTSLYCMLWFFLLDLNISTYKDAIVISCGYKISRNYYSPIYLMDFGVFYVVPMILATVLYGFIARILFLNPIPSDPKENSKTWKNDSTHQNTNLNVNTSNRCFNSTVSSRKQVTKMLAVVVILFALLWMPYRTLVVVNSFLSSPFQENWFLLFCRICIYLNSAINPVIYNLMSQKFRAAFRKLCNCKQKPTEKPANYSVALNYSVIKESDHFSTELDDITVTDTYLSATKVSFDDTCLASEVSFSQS
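TRHR-expressing cells loaded with fluo-8 calcium dye were read kinetically (ex 480/em 530) during compound addition, then stimulated with an EC20 of TRH (10 nM final). Enhancement of the Gq-mediated intracellular calcium response was scored.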
PI4K2A inh: qHTS for small molecular inhibitors of PI4K2A | Phosphatidylinositol 4-kinase type 2-alpha (Homo sapiens), Q9BTU6 | activity change, negative = inhibition, % at 76.9 µM | purified PI4K2A, ADP-Glo luminescence, 1 h; active compounds read low | 420,000 tested, 0.13% active | AID 1346378, 2018; in the data active = activity change below about -50%; inconclusive = mostly about -30% to -49%;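 note: -100% = wells without enzyme as full effect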
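PI4K2A activity was measured by ADP-Glo luminescence: enzyme (4 ug/mL stock) and phosphatidylinositol (1.2 mM stock) in Tris pH 7.5/MgCl2/EGTA/Triton X-100 buffer were reacted with ATP (300 microM stock) for one hour at ambient temperature.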
TrxR1 substrate: qHTS Assay for Substrates of Mammalian Selenoprotein Thioredoxin Reductase 1 (TrxR1): qHTS; Potency, µM (series often up to 114 µM), for inactives: at the highest dose activity change, negative = substrate turnover; AID 588456, 2011; 390,000 tested, 0.01% active; purified TrxR1 substrate turnover, NADPH consumption readout; Thioredoxin reductase 1, cytoplasmic (Rattus norvegicus), O89049; note: potency is the fitted concentration of half-maximal effect; % is set by controls: 0 for no effect and ±100 for the full control effect; nearly all actives have a fitted effect of over 50% in size
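Rat TrxR1, dispensed at 90 nM, was prereduced with 400 uM NADPH (final) for 5 min at ~22 deg C, then incubated with compound 15 min before 400 uM selenite. A first-read NADPH fluorescence drop versus no-compound background flagged substrates.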
TRHR ag: qHTS for Small Molecule Agonists and Allosteric Enhancers of Human TRH Receptor: Primary Screen for Agonists; Thyrotropin-releasing hormone receptor (Homo sapiens), P34981; TRHR cells, calcium flux fluo-8, FDSS agonist mode; activation, % at 2 µM; 360,000 tested, 0.18% active; in the data active = activation above about 30%; note: 0% is about no effect
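TRHR-expressing cells, plated overnight in medium with 10% serum, were loaded with fluo-8 calcium dye at room temperature. After a 10 s baseline, library compound was pin-added and calcium release was recorded kinetically (ex 480/em 530) as agonist response.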
USP1-UAF1 inh: Inhibitors of USP1/UAF1: Primary Screen; Ubiquitin carboxyl-terminal hydrolase 1 (Homo sapiens), O94782; recombinant USP1/UAF1, Ub-Rhodamine cleavage fluorescence; Potency, µM (top dose mostly 57.1 µM), without a hit: at the top dose activity change, negative = inhibition, usual class: inhibitors; 390,000 tested, 0.23% active; note: potency is the fitted concentration of half-maximal effect; % is set by controls: 0 for no effect and ±100 for the full control effect; nearly all actives have a fitted effect of over 60% in size; inactives centre near -12
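1 nM enzyme complex + cpd, 15 min RT; start with Ub-Rho 150nM final; kinetic fluorescence ex 480/em 540, 6 reads q60 s. Buffer 50mM HEPES pH 7.8, 0.5mM EDTA, 0.1 mg/ml BSA, 1mM TCEP, 0.01% Tween-20.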
IDH1 R132H inh: qHTS for Inhibitors of mutant isocitrate dehydrogenase 1 (IDH1): qHTS. IDH1-R132H enzyme, NADPH consumption, diaphorase/resazurin fluorescence. 390,000 tested, 0.093% active. AID 602179, 2012. Potency, µM (top dose mostly 76.6 µM), for the others: at the top dose activity change, negative = inhibition, actives largely listed as inhibitors. Isocitrate dehydrogenase [NADP] cytoplasmic (Homo sapiens), O75874; note: potency is the fitted concentration of half-maximal effect; % is set by controls: 0 for no effect and ±100 for the full control effect; nearly all actives have a fitted effect of over 65% in size
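IDH1-R132H (0.5 ug/mL dispensed) in pH 7.5 Tris buffer was preincubated 30 min with compound, then given a substrate mix of 0.016 mM NADPH and 2 mM alpha-KG for 80 min at room temperature; remaining NADPH was read by diaphorase/resazurin fluorescence.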
D2 antag: HTS Assay for Allosteric Antagonists of the Human D2 Dopamine Receptor: Primary Screen for Antagonists. inhibition, % at 10 µM. D(2) dopamine receptor (Homo sapiens), P14416. AID 485344, 2010. HEK293 TREx D2 cells, calcium flux, dopamine EC80. 340,000 tested, 2% active; in the data active = inhibition above about 30%; note: 0% is about no effect
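Tetracycline-induced HEK293 TREx cells expressing D2 receptor forced-coupled to calcium signalling, loaded with no-wash calcium dye. Compounds added and calcium flux read 180 s, then dopamine added at EC80 and read a further 180 s.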
D2 agonist: HTS Assay for Allosteric Agonists of the Human D2 Dopamine Receptor: Primary Screen for Agonists; D(2) dopamine receptor (Homo sapiens), P14416; HEK293 T-REx D2 cells, calcium flux agonist mode; activation, % at 2 µM; 340,000 tested, 0.53% active;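 active = activation over 3 SD above normal in the single-dose calcium agonist read, cut at about 30% in these data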; note: 0% is about no effect
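In this primary screen, compounds producing a positive calcium signal within 180 s of addition to tetracycline-induced, force-coupled HEK293 Trex D2 cells are flagged; cells are dye-loaded with a no-wash calcium kit beforehand.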
Active calls of the source: *; ? = inconclusive; . = no result given; [ ] = dose if it differs, or a comment. Unless noted, calls come from the whole dose curve; as a rule, active = well fitted inhibition curve with a large enough effect; inconclusive = small, poorly fitted or top-dose-only effect; inactive = no such curve, though single readings can be large or run the other way.

Values in the order: rTrxR1 inhibitor, TRHR enhancer, PI4K2A inh, TrxR1 substrate, TRHR ag, USP1-UAF1 inh, IDH1 R132H inh, D2 antag, D2 agonist
1) CC(C)c1cc(-c2cc(-c3ccc(Cl)cc3)on2)nc(NCC2CC2)n1
 : 23%[57.1 µM], 4, 3, 11%[57.1 µM], 1.0, -14%, 2%, 22, 0.2
2) CCN1CCN(CCNC(=O)CCCn2nc(C)c3c(C)n(-c4ccc(C)cc4)nc3c2=O)CC1
 : 14%, -9, -1, 3%, -0.3, -12%, 1%, -1, -0.3
3) NCCCC[C@H]1NC(=O)[C@H](CCC(=O)O)NC(=O)c2cc([N+](=O)[O-])cc(I)c2OCC[C@@H](C(N)=O)NC1=O
 : 2%, 3, -11, -7%, 0.2, ?, 22%, -4, 0.8
4) O=[N+]([O-])c1cccc(/C=N/NC2CCS(=O)(=O)C2)c1 (centres undefined)
 : -14%, -9, 0, -3%, -0.1, -4%, -7%, 5, -0.1
5) Cc1nc(-c2coc3cc(OCC(=O)O)ccc3c2=O)cs1
 : 9%, 1, -19, 24%, 1.3, -12%, -1%, 5, -1.1
6) C=C(CCO)C1=CCN(S(=O)C(C)(C)C)[C@H]1CCO (some centres undefined)
 : ?, ., -3, -4%, ., 4%, -8%, ., .
7) Cc1c(C(=O)N2CCCC2)c(S(=O)(=O)N2CCN(c3ccccc3F)CC2)c(C)n1C
 : 19%[57.1 µM], -1, -1, 9%[57.1 µM], 0.1, -20%, -1%, 14, 1.6
8) COc1cc(S(=O)(=O)N(Cc2cccnc2)Cc2ccco2)ccc1-n1cnnn1
 : ?, -9, -17, 2%, 1.0, -8%, -5%, -8, 0.3
9) COc1ccccc1CNc1nc2ccccc2c2nc(-c3cccc(C)c3)nn12
 : -4%, 1, -5, -5%, 0.5, 19%, 0%, ., 0.3
10) COc1ccc(N(CC(=O)NC2CCCC2)C(=O)CS(=O)CC(=O)Nc2ccc3c(c2)OCO3)cc1 (centres undefined)
 : -2%, 8, -6, -1%, 0.3, -13%, 0%, 9, -0.8
11) N#Cc1cc2cc3c(cc2nc1N1CCOCC1)OCO3
 : 58%[activator], 1, -4, 105%[activator], 0.1, -13%, 0%, 0, 0.6
12) CC(=O)C1=C(O)C(=O)N(c2cc(C(C)(C)C)on2)C1c1ccc(C(C)C)cc1 (centres undefined)
 : -14%, 4, 2, -9%, -0.3, -26%, -4%, 5, 2.6
13) COc1ccc(C(=O)CCC(=O)Nc2ccc(F)cc2F)cc1
 : 27%[57.1 µM], -1, -1, -1%[57.1 µM], -0.1, -1%, 32%, ., 0.0
14) Cc1nc2c(C(F)(F)F)cccc2c2c1CCS2
 : -8%[57.1 µM], -2, -1, 15%[57.1 µM], -1.9, -10%, -5%, -6, 1.0
15) Cc1ccc(NC(=O)CSc2ncn[nH]2)cc1
 : 19%[57.1 µM], 1, -21, 6%, -0.4, -18%, 2%, 5, 0.8
16) O=C(c1ccc(F)cc1)N1CCN(c2ccc([N+](=O)[O-])c(N3CCOCC3)c2)CC1
 : 0%[57.1 µM], 4, 6, -11%, -0.5, -17%, 4%, -10, 0.0
17) CCCC(=O)N1c2nc(C(C)C)nn2C2(CCCCC2)[C@@H]2CCCC[C@@H]21
 : -4%, 4, 0, -6%, -1.2, -14%, 9%, ., -2.0
18) O=C(Cn1sc2ccccc2c1=O)NC12CC3CC(CC(C3)C1)C2
 : 1%, 2, -2, -14%, 1.3, -5%, 2%, -5, -0.3
19) COc1ccc(NC(=O)COC(=O)c2c3c(nc4ccccc24)CCCC3)cc1Cl
 : 13%, 1, 0, 3%, 0.2, -5%, -8%, -2, 1.3
20) Cc1cc(C)n2nc(C(=O)OCC(=O)N(C)CC(=O)Nc3ccccc3Cl)nc2n1
 : 1%, 2, -2, 2%, 0.3, -16%, 4%, -13, -0.1

Ordered by molar mass (high to low): some entries from above.
Values in the order: rTrxR1 inhibitor, TRHR enhancer, PI4K2A inh, TrxR1 substrate, TRHR ag, USP1-UAF1 inh, IDH1 R132H inh, D2 antag, D2 agonist
2) CCN1CCN(CCNC(=O)CCCn2nc(C)c3c(C)n(-c4ccc(C)cc4)nc3c2=O)CC1
 : 14%, -9, -1, 3%, -0.3, -12%, 1%, -1, -0.3
12) CC(=O)C1=C(O)C(=O)N(c2cc(C(C)(C)C)on2)C1c1ccc(C(C)C)cc1 (centres undefined)
 : -14%, 4, 2, -9%, -0.3, -26%, -4%, 5, 2.6
6) C=C(CCO)C1=CCN(S(=O)C(C)(C)C)[C@H]1CCO (some centres undefined)
 : ?, ., -3, -4%, ., 4%, -8%, ., .
11) N#Cc1cc2cc3c(cc2nc1N1CCOCC1)OCO3
 : 58%[activator], 1, -4, 105%[activator], 0.1, -13%, 0%, 0, 0.6

Following part.
Values in the order: rTrxR1 inhibitor, TRHR enhancer, PI4K2A inh, TrxR1 substrate, TRHR ag, USP1-UAF1 inh, IDH1 R132H inh, D2 antag, D2 agonist
21) O=C(NCCN1C(=O)S/C(=C/c2cccnc2)C1=O)C1CC(=O)N(Cc2ccccc2)C1 (centres undefined)
 : -8%, -3, -1, -11%, -0.5, -20%, 10%, -20, 0.9
22) Cn1nc(-c2ccc(N3CCN(CCO)CC3)c([N+](=O)[O-])c2)c2ccccc2c1=O
 : -20%, 0, 0, -14%, -0.2, -19%, -7%, -7, -0.5
23) CC(C)c1ccc(NC(=O)CSC2=Nc3ccccc3C3=NC(CC(=O)NCc4ccco4)C(=O)N23)cc1 (centres undefined)
 : 10%[57.1 µM], -1, -1, -5%[57.1 µM], 0.1, -37%, -13%, ., -0.2
24) CCN(CC)C(=O)CSc1nc(C)cc(C)c1C#N
 : -1%, 11, -2, -3%, 0.0, -10%, 28%, 7, 1.3
25) CC(C)n1ncc2c(C(=O)NCCc3ccc(S(N)(=O)=O)cc3)cc(C3CC3)nc21
 : 18%, 9, -3, 72%[activator], -0.8, 1%, -1%, 3, -1.0
26) CC(=O)Oc1ccc(/C=C/c2nc3ccccc3c(=O)o2)cc1
 : -1%, -2, -9, -7%, -0.2, 5%, -22%, 1, 0.2
27) O=C(/C=C/c1ccc2c(c1)OCO2)Nc1nc2ccc(F)cc2s1
 : 41%, 3, -15, 18%, 0.2, 3%, 8%, ., .
28) Cc1nc2sc(C(c3ccco3)N3CCN(c4ccccc4)CC3)c(O)n2n1 (centres undefined)
 : -21%[57.1 µM], 18, 2, 8%[57.1 µM], -0.7, -7%, 15%, -6, -1.2
29) NC(CSC(c1ccccc1)(c1ccccc1)c1ccccc1)C(=O)O (centres undefined)
 : -36%[57.1 µM], ., 1, 8%[11.4 µM], ., -17%, 4%, ., .
30) CC1CN(/C(=N\S(=O)(=O)c2ccccc2)c2ccccc2)CC(C)O1 (centres undefined)
 : -11%, -2, -2, -4%, -2.0, -4%, 2%, 14, 0.0
31) COc1ccc(S(=O)(=O)N2CCCC(C(=O)NCc3ccncc3)C2)cc1 (centres undefined)
 : -5%, -3, -4, -7%, 0.0, -10%, 4%, 9, 1.2
32) Nc1sc(-c2ccccc2)c(Cc2ccccc2)c1C(=O)O
 : -4%, -8, 7, 0%, -0.3, -9%, 6%, 0, -1.0
33) COc1cccc(NC(=O)C2CC(=O)N/C(=N/NC(=O)c3ccc(C)cc3)S2)c1 (centres undefined)
 : -1%[57.1 µM], -6, 3, 4%, 0.4, -11%, 1%, -3, 1.2
34) Cc1ccc(S(=O)(=O)N/N=C/c2ccc(OCC(=O)Nc3ccccc3Cl)cc2)cc1
 : 10%, 2, 2, 7%[57.1 µM], -0.6, -17%, 0%, 15, 1.2
35) CCOCC(=O)Nc1ccc(-c2cn3cccnc3n2)cc1
 : 95%[activator][57.1 µM], 1, 9, 627%[activator][57.1 µM], -0.6, -6%, 5%, -11, 0.5
36) CCCN(CC1COc2ccccc2O1)C(=S)Nc1ccc(C)cc1 (centres undefined)
 : -5%, -2, 2, -10%, 0.5, -4%, 1%, 14, 21

Retrieved one by one from the list above:
Values in the order: rTrxR1 inhibitor, TRHR enhancer, PI4K2A inh, TrxR1 substrate, TRHR ag, USP1-UAF1 inh, IDH1 R132H inh, D2 antag, D2 agonist
24) CCN(CC)C(=O)CSc1nc(C)cc(C)c1C#N
 : -1%, 11, -2, -3%, 0.0, -10%, 28%, 7, 1.3
27) O=C(/C=C/c1ccc2c(c1)OCO2)Nc1nc2ccc(F)cc2s1
 : 41%, 3, -15, 18%, 0.2, 3%, 8%, ., .
